GCN5L2 inh: inhibitors of human GCN5L2 histone acetyltransferase; Q92830; GCN5L2 HAT assay, ThioGlo1 CoA-SH fluorescence; Potency, µM (series often up to 58.9 µM), inactives show top-dose activity change, negative = inhibition, hits mostly inhibitors; 390,000 compounds, 0.21% hits
Target sequence (Q92830 whole entry, looked up): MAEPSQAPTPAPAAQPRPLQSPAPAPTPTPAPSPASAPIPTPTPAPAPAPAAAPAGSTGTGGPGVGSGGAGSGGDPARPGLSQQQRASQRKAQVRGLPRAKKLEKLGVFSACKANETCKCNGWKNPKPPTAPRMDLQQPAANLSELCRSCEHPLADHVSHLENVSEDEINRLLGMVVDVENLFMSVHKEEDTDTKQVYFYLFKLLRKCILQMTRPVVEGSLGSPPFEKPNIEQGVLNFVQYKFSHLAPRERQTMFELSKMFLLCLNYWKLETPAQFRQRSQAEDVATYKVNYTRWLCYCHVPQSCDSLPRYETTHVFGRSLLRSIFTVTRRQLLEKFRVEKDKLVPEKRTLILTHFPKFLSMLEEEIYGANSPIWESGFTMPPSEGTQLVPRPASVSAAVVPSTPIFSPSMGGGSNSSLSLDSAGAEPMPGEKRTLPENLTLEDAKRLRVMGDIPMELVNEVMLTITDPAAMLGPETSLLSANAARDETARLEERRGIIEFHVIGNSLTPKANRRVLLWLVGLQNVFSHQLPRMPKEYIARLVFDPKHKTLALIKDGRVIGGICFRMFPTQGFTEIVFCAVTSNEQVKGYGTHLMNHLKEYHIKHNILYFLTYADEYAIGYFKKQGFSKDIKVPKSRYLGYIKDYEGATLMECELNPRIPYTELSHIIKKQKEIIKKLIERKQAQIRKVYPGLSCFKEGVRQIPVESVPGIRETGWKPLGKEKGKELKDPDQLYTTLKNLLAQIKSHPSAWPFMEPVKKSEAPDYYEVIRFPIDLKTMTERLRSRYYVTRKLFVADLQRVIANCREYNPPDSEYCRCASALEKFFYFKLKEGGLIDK
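Compounds, pin-transferred from DMSO stocks, meet 20nM GCN5L2 for 15 min before the reaction begins with H3(1-25) peptide (75uM) and acetyl-CoA (70uM). Thiol-reactive ThioGlo1 reports CoA release over 20 min at room temperature.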
DT40 TDP1 CPT: growth inhibition of DT40 Tdp1-/-;hTDP1 cells with camptothecin (screen for TDP1 inhibitors); chicken DT40 Tdp1-/-;hTDP1 cells + 20 nM CPT, ATP luminescence, 48 h; Potency, µM (highest dose often 46.2 µM), inactives show at the highest dose activity change, negative = growth inhibition, most hits filed as inhibitors; 420,000 compounds, 12% hits; also: nearly all actives have a fitted effect of over 55% in size
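Chicken DT40 Tdp1-/- cells complemented with human TDP1, 400 cells/well, exposed to compounds plus 20 nM camptothecin for at least 48 h at 37 C; viability read as ATP content by CellTiter-Glo luminescence.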
TDP1 cell noCPT: qHTS for Inhibitors of human tyrosyl-DNA phosphodiesterase 1 (TDP1): qHTS in cells in absence of CPT; Potency, µM (highest dose often 46.2 µM), for the others: top-dose activity change, negative = growth inhibition, usual class: inhibitors; AID 686978, 2013; 420,000 compounds, 15% hits; DT40 Tdp1-/- hTDP1 cells, no CPT, ATP luminescence, 48 h; also: nearly all actives have a fitted effect of over 55% in size
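Seeded 400 DT40-hTDP1 cells/well (vehicle DMSO, no 20 nM CPT); pinned compounds; ≥48 hr at 37 °C; CellTiter-Glo luminescence as viability measure.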
An asterisk follows results filed as active; u = inconclusive; x = no result given; [ ] = dose if it differs, or a comment. Calls follow the shape of the dose curve; as a rule, active = well fitted curve in the direction sought with a large enough effect; inconclusive = small, poorly fitted or top-dose-only effect, or another doubt; inactive = no such curve, though single readings can be large; an effect the other way counts as inactive or inconclusive. % is scaled to controls: 0 for no effect and ±100 for the full control effect; potency is read from the fitted curve at half-maximal effect.

SMILES	GCN5L2 inh	DT40 TDP1 CPT	TDP1 cell noCPT
Cc1cc2cc3c(=O)[nH]c(=O)cc-3n(CC(O)C(O)C(O)CO)c2cc1C (stereo unspecified)	x	-8%	-27%
COc1cccc(-c2cc(C(=O)N3CC4(C)CC3CC(C)(C)C4)no2)c1 (stereo unspecified)	-9%	u	21µM*
C=CCNc1nc(-c2cc3ccccc3o2)cs1	-8%	-20%	-18%
Cc1sc2nc(SCC(=O)Nc3cccc(S(N)(=O)=O)c3)[nH]c(=O)c2c1C	-9%	-3%	-3%
COc1cc(/C=N/NC(=O)c2ccncc2)cc2c1OCO2	-20%	0%	6%
Nc1cc(=O)[nH]c(SCc2nnnn2-c2ccc(Cl)cc2)n1	1%	-6%	8%
CCOc1ccc(C(=O)Nc2ccc3c(c2)OCO3)cc1OCC	-7%	-3%	-8%
CCn1c(NCc2ccccc2NS(=O)(=O)c2ccc(C)cc2)nc2ccccc21	1%	16µM*	18µM*
CCOc1ccc(C(=O)NCC(=O)NNC(=O)CN(C)S(=O)(=O)c2ccc(Cl)cc2)cc1OCC	x	0%	12%
Cn1c(O)c(N=NC(=O)CNC(=O)c2cccnc2)c2ccccc21	-10%	0%	0%
CCOC(=O)N1CCN(CC(O)COc2c(C)cc(C)cc2C)CC1 (stereo unspecified)	-12%	-14%	-1%
O=C1Cc2ccccc2C(c2ccccc2)N1 (stereo unspecified)	-5%	-28%	-19%
COc1ccc(S(=O)(=O)N2CCOCC2)cc1NC(=O)c1cccc(Cl)c1	-21%	-7%	-24%
OB(O)c1cc2ccccc2s1	x	-22%	u
COc1cccc(/C=C/c2nc(C#N)c(N(C)Cc3ccccc3)o2)c1	-6%	u	23µM*
COc1ccccc1-c1noc2c1C(=O)NCC2	x	-17%	-27%
Cc1ccc(S(=O)(=O)N2[C@@H](c3ccc(Cl)cc3)C(C(=O)O)=C[C@H]2C(C)(C)C)cc1	-5%	-12%	-20%
Cc1cc(C)c(NC(=O)COC(=O)C2CCCO2)c(C)c1 (stereo unspecified)	-3%	-20%	3%
NC(=NCc1ccccc1)NN=Cc1ccnc2ccccc12	x	21µM*	u
CC(C)(C)NCC(O)COc1cccc2c1CCC(=O)N2 (stereo unspecified)	-7%	12%	13%
Cc1ccccc1-n1c(-c2csc3ccccc23)n[nH]c1=S	-4%	-22%	u
CCc1ccccc1NC(=O)CSc1n[nH]c(C)c1[N+](=O)[O-]	0%	2%	-23%
CC(C(=O)O)N1C(=O)/C(=C/C=C/c2ccco2)SC1=S (stereo unspecified)	7.9µM*	u	u
O=C(O)c1nn(CCSc2ccccc2F)c(=O)c2ccccc12	0%	u	u
Cc1noc(C)c1S(=O)(=O)N(C)C[C@H]1OCc2cn(nn2)CCCC(=O)N([C@@H](C)CO)C[C@@H]1C	x	13%	-1%
SMILES	GCN5L2 inh	DT40 TDP1 CPT	TDP1 cell noCPT
Cc1cc(C)n(CC(O)COc2ccccc2Br)n1 (stereo unspecified)	1%	-8%	-22%
Cc1cccc(-c2cc(NC(=O)C(C)(C)C)n(-c3ccccc3)n2)c1	-12%	-29%	u
CN(C)c1ccc(/C=C/c2ccnc3ccc(N)cc23)cc1	x	18µM*	u
O=C(COC(=O)/C=C/c1ccc(F)cc1)Nc1ccc2[nH]c(=O)[nH]c2c1	-10%	-1%	-20%
CC1CCN(S(=O)(=O)c2nnc(NC(=O)COc3ccccc3F)s2)CC1	-19%	-1%	-5%
CC1CCN(S(=O)(=O)c2ccc(NC(=O)C3CSC4(C)CCC(=O)N34)cc2)CC1 (stereo unspecified)	-13%	u	10µM*
COc1ccc(N2CCC(CNC(=S)Nc3cccc(C)c3)C2)cc1 (stereo unspecified)	-1%	u	u
COc1ccc2cc(C(=O)N3CCc4ccccc43)[nH]c2c1	-2%	-15%	-29%
COc1ccc(C(=O)NCc2c(CC(C)C)oc(C)c2C(=O)O)cc1	0%	9%	-24%
CN=C1C=C/C(=N/N=c2\ccn(O)cc2C)C=C1C	-7%	2%	u
Cc1ccc(CN2C(=O)CSCC2(C)C(=O)Nc2c(C)cccc2C)cc1 (stereo unspecified)	x	13%	-3%
C=CCc1cccc(C=Nc2cccn3cc(-c4ccccc4)nc23)c1O	-11%	7%	-15%
Cc1nn(-c2ccccc2)c(C)c1C(=O)NCc1ccccc1F	-7%	2%	5%
COc1ccc(CNC(=O)c2cccc3c(-c4cccnc4)coc23)cc1OC	x	1.2µM*	1.5µM*
CN(C)c1ccc(C(=O)NC2(N3CCC3=O)CCCC2)cc1	2%	3%	11%
O=C(CN(C1CCCCC1)S(=O)(=O)c1ccc(F)cc1)Nc1ccc2c(c1)OCO2	-10%	-28%	u
O=C(CC(c1ccc(F)cc1)c1ccco1)N1CCCC1 (stereo unspecified)	-1%	-3%	-20%
CCOc1ccc(CC(=O)C2C(=O)CCCC2=O)cc1OCC	-15%	1%	0%
COc1ccc(-c2ccc(NS(=O)(=O)c3cc(C)c(C)cc3C)cc2)nn1	-4%	21µM*	u
N#Cc1cccc(OCC(=O)NC(=O)NCc2ccccc2)c1	-7%	17%	23%
COC(=O)c1c(C)oc(C)c1S(=O)(=O)Nc1ccccc1	0%	-9%	-26%
NC[C@H]1O[C@H](O[C@H]2[C@H](O)[C@@H](O[C@H]3O[C@H](CO)[C@@H](O)[C@H](N)[C@H]3O)[C@H](N)C[C@@H]2N)[C@H](O)[C@@H](O)[C@@H]1O	x	-8%[21.1 µM]	u
CC(=O)c1ccc(C(=O)N(CCN(C)C)c2nc3c(Cl)cccc3s2)cc1	-3%	10%	-11%
O=C(COC(=O)c1cccnc1)Nc1ccc(F)cc1	0%	4%	-13%
O=C(NC1CCCCC1)C(c1ccc(F)cc1)N(CCc1ccccc1)C(=O)CN1C(=O)c2ccccc2S1(=O)=O (stereo unspecified)	-4%	3.7µM*	5.8µM*

Entries of single compounds as entered above. Screens in order: GCN5L2 inh	DT40 TDP1 CPT	TDP1 cell noCPT
COc1ccc2cc(C(=O)N3CCc4ccccc43)[nH]c2c1 is entered as -2%	-15%	-29%
CC1CCN(S(=O)(=O)c2ccc(NC(=O)C3CSC4(C)CCC(=O)N34)cc2)CC1 (stereo unspecified) is entered as -13%	u	10µM*
CN(C)c1ccc(C(=O)NC2(N3CCC3=O)CCCC2)cc1 is entered as 2%	3%	11%
N#Cc1cccc(OCC(=O)NC(=O)NCc2ccccc2)c1 is entered as -7%	17%	23%
Cc1cc(C)n(CC(O)COc2ccccc2Br)n1 (stereo unspecified) is entered as 1%	-8%	-22%

(cont.)
SMILES	GCN5L2 inh	DT40 TDP1 CPT	TDP1 cell noCPT
Nn1c(SCc2cccc(Cl)c2)nnc1-c1ccncc1	2%	8%	2%
COCCNC(=O)C1CCCN(C(=O)c2ccc3sccc3c2)CC1 (stereo unspecified)	x	-13%	4%
COCCN(Cc1ccc(OC)cc1)c1c(C)nc2ccc(C(=O)NCCc3c[nH]c4ccccc34)cn12	x	u	u
Cc1cc2ncn(CCC(=O)NC(C)(C)C)c2cc1C	0%	14%	-11%
O=C1C(=Cc2cccn2-c2ccc(O)cc2)C(=O)c2ccccc21	-8%	u	3%
O=C(O)c1cc(-c2ccccc2)nn1Cc1ccccc1	3%	7%	-19%
CCC1Sc2ccc(S(=O)(=O)CCC(=O)Nc3ccccc3Br)cc2NC1=O (stereo unspecified)	-11%	-25%	-12%
COCCN1CCN(C(=O)c2ccc3oc(CCc4ccccc4)nc3c2)CC1	-19%	5%	6%
O=C(CCCn1cncn1)N1CCCC(N2CCN(c3ccc(F)cc3)CC2)C1 (stereo unspecified)	-7%	-8%	9%
CCC(=O)Nc1cc(-c2cn3cccnc3n2)ccc1OC	2%	-12%	4%
CC1CCC(NC(=O)c2ccc(S(C)(=O)=O)cc2)CC1 (stereo unspecified)	20%	6%	3%
Nc1c(-c2ccc3c(c2)OCCO3)oc2ccccc2c1=O	-5%	5%	u
Cc1c(OC(C)C(=O)NCC(O)c2ccccc2)ccc2c3c(c(=O)oc12)CCCC3 (stereo unspecified)	-15%	23µM*	u
Cc1ccc2c(=O)cc(C(=O)Nc3sc4c(c3C(=O)NCC3CCCO3)CCCC4)oc2c1C (stereo unspecified)	-6%	-3%	-17%
Cc1oc2ccc(O)c(CN(C)Cc3ccccc3)c2c1C(=O)Nc1cccc(C(F)(F)F)c1	u	5.8µM*	5.2µM*
COCC(=O)Nc1ccc2c(c1)OCC(=O)N2Cc1ccc(C)cc1	-8%	7%	5%
COc1cccc(OCc2cc(C(=O)N3CCN(c4ccccc4O)CC3)no2)c1	u	16µM*	13µM*
CCN(CC)c1ccc(NC(=O)CC2Oc3ccccc3NC2=O)c(C)c1 (stereo unspecified)	-5%	u	u
CCCCC(=O)O[C@]1(C(=O)CO)CC[C@H]2[C@@H]3CCC4=CC(=O)CC[C@]4(C)[C@H]3[C@@H](O)C[C@@]21C	-6%	u	u
CCOc1cc(C)c(Cl)cc1S(=O)(=O)NC1CC(C)(C)NC(C)(C)C1	-2%	-13%	-25%
COc1ccccc1N1CCN(C(CNC(=O)C(=O)NCCCN(C)C)c2cccnc2)CC1 (stereo unspecified)	0%	-11%	-6%
Cc1cnc(NS(=O)(=O)c2ccc(N)cc2)nc1-c1ccccc1O	x	0%	12%
O=C1CC(c2ccccc2F)c2cc3c(cc2N1)CCC3 (stereo unspecified)	-1%	3.3µM*	4.6µM*
CCNC(=S)N1CCCC(c2nc3ccc(C)cc3[nH]2)C1 (stereo unspecified)	6%	-4%	u
CC#CC[N+](C)(C)CCCCCCCCCC	-3%	2.3µM*	1.8µM*
SMILES	GCN5L2 inh	DT40 TDP1 CPT	TDP1 cell noCPT
CN(C(=O)CC1C(=O)NCCN1Cc1ccc(F)c(F)c1)C1CCOCC1 (stereo unspecified)	-4%	0%	4%
O=C(NCc1ccccn1)c1cc(-c2ccc(Br)cc2)nc2ccccc12	-6%	u	13µM*
Cc1[nH]c(=O)[nH]c(=O)c1S(=O)(=O)N(C)Cc1ccccc1	-2%	-18%	0%
CCC(C)Sc1nc2c(c(=O)n1C)SC(C)C2 (stereo unspecified)	-21%	u	u
O=C(C[C@@H]1C/C=C\CC[C@@H](Cc2ccc(F)cc2)C(=O)OC[C@@H]2CCCN2C1=O)NCCO	-1%	-4%	u
CN=C(c1ccc(C)cc1)n1c(=S)nc(-c2ccc(C)cc2)n(C)c1=S	-21%	u	18µM*
CC(=O)Nc1cccc(NC(=O)CSc2nn3c(=O)c(C)nnc3s2)c1	-4%	8%	-16%
CC(C)C(=O)NS(=O)(=O)c1ccc(NS(C)(=O)=O)cc1	-12%	-3%	22%
S=C(NCc1ccc2c(c1)OCO2)NCc1ccco1	-18%	4%	-18%
O=C(O)c1cccc(-n2cccc2/C=C2\SC(=O)N(Cc3ccccc3F)C2=O)c1	-15%	-26%	u
COc1ccc(NC(=O)C2(C)Cc3c(-c4ccc(N(C)C)cc4)ccnc3O2)cn1 (stereo unspecified)	x	23µM*	9.2µM*
COc1cc(OC)c2c(OC)c(-c3ccc4c(c3)OCO4)c(=O)oc2c1	-25%	-5%	-25%
CC1(Cc2cccc(C(F)(F)F)c2)C(=O)Nc2ccc(-c3ccc(F)c(Cl)c3)cc21 (stereo unspecified)	x	u	23µM*
COc1ccc(-c2noc(CN(C)C(=O)c3ccc4c(c3)OCO4)n2)cc1OC	-4%	6%	9%
N/C(Cn1cncn1)=N\NC(=O)C(=O)Nc1cccc(C(F)(F)F)c1	0%	21%	-2%
COc1ccccc1N(Cc1ccccc1)S(=O)(=O)c1cccc(C(=O)N2CCCCC2)c1	-10%	u	18µM*
CC(C)N1C[C@@H](Sc2ccccn2)C[C@H]1C(=O)Nc1ccc2c(c1)Nc1ccccc1CC2	x	11%[9.04 µM]	-10%
Cc1cccc(C(=O)N2c3nc(-c4ccco4)nn3C3(CCCCC3)[C@@H]3CCCC[C@@H]32)c1	-12%	u	u
CCN(/C=N/S(=O)(=O)c1ccc(Cl)cc1)CC	-1%	1%	-15%
COc1ccc(S(=O)(=O)N(C)C[C@H]2Oc3ccc(NC(=O)Nc4ccc5c(c4)OCO5)cc3CC(=O)N([C@@H](C)CO)C[C@@H]2C)cc1	-6%	u	u
COc1ccc2oc(C(=O)OCC(=O)N3CCC(C)CC3)c(C)c2c1	-30%	u	-16%

In the list so far, these contain a thiophene ring, fused or not:
SMILES	GCN5L2 inh	DT40 TDP1 CPT	TDP1 cell noCPT
Cc1sc2nc(SCC(=O)Nc3cccc(S(N)(=O)=O)c3)[nH]c(=O)c2c1C	-9%	-3%	-3%
OB(O)c1cc2ccccc2s1	x	-22%	u
Cc1ccccc1-n1c(-c2csc3ccccc23)n[nH]c1=S	-4%	-22%	u
COCCNC(=O)C1CCCN(C(=O)c2ccc3sccc3c2)CC1 (stereo unspecified)	x	-13%	4%
Cc1ccc2c(=O)cc(C(=O)Nc3sc4c(c3C(=O)NCC3CCCO3)CCCC4)oc2c1C (stereo unspecified)	-6%	-3%	-17%

Bioassay records deposited in PubChem BioAssay by National Center for Advancing Translational Sciences (NCATS).

This is a subset; the hit share may differ from the screen's.
